Pol eta inh: qHTS for Inhibitors of Polymerase Eta. DNA polymerase eta (Homo sapiens), Q9Y253. recombinant Pol eta, fluorescent DNA replication assay. Potency, µM (highest dose often 114 µM), without a hit: at the top dose activity change, negative = inhibition, usual class: inhibitors. actives 1.2% (n = 390,000). AID 588591, 2011; also: potency is read from the fitted curve at half-maximal effect; % is scaled to controls: 0 for no effect and ±100 for the full control effect
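Fluorescent replication assay: 50 nM final substrate added after a 15 min room-temperature compound preincubation with 10 nM enzyme. Signal taken at 0 min and again at 10 min.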
BAZ2B inh: qHTS Assay for Inhibitors of BAZ2B; AID 504333, 2011; AlphaScreen BAZ2B-H3K14Ac peptide displacement; actives 4.4% (n = 360,000); Potency, µM (top dose mostly 114 µM), without a hit: top-dose activity change, negative = inhibition, most hits filed as inhibitors; also: potency is read from the fitted curve at half-maximal effect; % is scaled to controls: 0 for no effect and ±100 for the full control effect; nearly all actives have a fitted effect of over 60% in size
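AlphaScreen displacement: compounds (up to 110uM) incubated 30 min at room temperature with a preformed 50 nM BAZ2B/50 nM biotinylated H3K14Ac peptide complex in PBS pH 7.4 with Tween-20. Donor and acceptor beads at 10 ug/mL final added, 20 min light-protected before reading.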
G9a inh: qHTS Assay for Inhibitors of Histone Lysine Methyltransferase G9a; AID 504332, 2011; Potency, µM (doses to about 102 µM), for the others: at the top dose activity, negative = inhibition, actives largely listed as inhibitors; G9a H3K9 monomethylation, AlphaScreen, 2 h; Histone-lysine N-methyltransferase EHMT2 (Homo sapiens), Q96KQ7; actives 8.8% (n = 350,000); also: potency is read from the fitted curve at half-maximal effect; % is scaled to controls: 0 for no effect and ±100 for the full control effect; nearly all actives have a fitted effect of over 75% in size
Target sequence (Q96KQ7 913-1193 limits assumed): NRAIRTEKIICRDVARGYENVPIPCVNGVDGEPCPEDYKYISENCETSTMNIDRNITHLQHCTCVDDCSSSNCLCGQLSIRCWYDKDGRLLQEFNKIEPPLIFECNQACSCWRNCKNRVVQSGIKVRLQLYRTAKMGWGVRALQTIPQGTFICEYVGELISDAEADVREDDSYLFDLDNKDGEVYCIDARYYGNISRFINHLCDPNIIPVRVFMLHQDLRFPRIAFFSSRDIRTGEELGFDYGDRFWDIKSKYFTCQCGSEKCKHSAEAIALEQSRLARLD
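G9a (20 nM) was preincubated 15 min with compound, then reacted 2 h at room temperature with 500 nM biotin-H3K9 peptide and 20 µM SAM. Monomethyl-H3K9 detected by AlphaScreen using anti-H3K9me1 antibody.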
Pin1 inhibitor: qHTS Assay to Find Inhibitors of Pin1. Peptidyl-prolyl cis-trans isomerase NIMA-interacting 1 (Homo sapiens), Q13526. Pin1 FP peptide displacement, HiFluor488, 10 min. Potency, µM (titrated, usually from 115 µM), for the others: at the highest dose activity, negative = inhibition, usual class: inhibitors. actives 0.009% (n = 390,000). AID 504891, 2011; active = well fitted inhibition curve with a large enough effect in the polarisation, with a control signal flat, not every such curve was filed as active; inconclusive = small, poorly fitted or top-dose-only effect, or effect the other way, or a change in a side signal; inactive = no such curve, though single readings can be large or run the other way; the % refers to the polarisation; also: potency is read from the fitted curve at half-maximal effect; % is scaled to controls: 0 for no effect and ±100 for the full control effect
Target sequence (Q13526 whole entry, looked up): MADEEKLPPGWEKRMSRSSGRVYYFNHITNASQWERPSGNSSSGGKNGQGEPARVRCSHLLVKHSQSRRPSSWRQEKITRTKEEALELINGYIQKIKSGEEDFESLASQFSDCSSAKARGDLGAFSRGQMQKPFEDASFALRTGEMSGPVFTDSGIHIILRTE
PI4K2A inh: qHTS for small molecular inhibitors of PI4K2A; Phosphatidylinositol 4-kinase type 2-alpha (Homo sapiens), Q9BTU6; purified PI4K2A, ADP-Glo luminescence, 1 h; hits give low values; activity change, negative = inhibition, % at 76.9 µM; actives 0.13% (n = 420,000); in the data active = activity change below about -50%; inconclusive = mostly about -30% to -49%;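 also: -100% = wells without enzyme as full effect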
Target sequence (Q9BTU6 whole entry, looked up): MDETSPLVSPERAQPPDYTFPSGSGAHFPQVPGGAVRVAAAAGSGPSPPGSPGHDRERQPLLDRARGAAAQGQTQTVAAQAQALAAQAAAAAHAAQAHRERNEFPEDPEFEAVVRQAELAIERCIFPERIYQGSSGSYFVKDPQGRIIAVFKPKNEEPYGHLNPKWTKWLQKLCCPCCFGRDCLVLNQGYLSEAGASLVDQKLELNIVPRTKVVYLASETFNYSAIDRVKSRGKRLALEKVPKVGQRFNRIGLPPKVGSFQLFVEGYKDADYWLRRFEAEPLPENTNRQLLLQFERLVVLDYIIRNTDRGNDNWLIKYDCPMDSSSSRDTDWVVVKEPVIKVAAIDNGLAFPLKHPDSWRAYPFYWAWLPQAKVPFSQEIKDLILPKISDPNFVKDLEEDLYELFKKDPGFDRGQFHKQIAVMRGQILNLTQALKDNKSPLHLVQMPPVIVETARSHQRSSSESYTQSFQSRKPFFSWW
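PI4K2A activity was measured by ADP-Glo luminescence: enzyme (4 ug/mL stock) and phosphatidylinositol (1.2 mM stock) in Tris pH 7.5/MgCl2/EGTA/Triton X-100 buffer were reacted with ATP (300 microM stock) for one hour at ambient temperature.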
JMJD2A Tudor inh: qHTS Assay for Inhibitors of JMJD2A-Tudor Domain. AID 504339, 2011. actives 4.4% (n = 390,000). AlphaScreen JMJD2A-Tudor / H3K4me3 peptide binding. Potency, µM (doses to about 114 µM), without a hit: at the highest dose activity change, negative = inhibition, hits mostly inhibitors; also: potency is read from the fitted curve at half-maximal effect; % is scaled to controls: 0 for no effect and ±100 for the full control effect; nearly all actives have a fitted effect of over 50% in size
HP1b chromo inh: HTS for Inhibitors of HP1-beta Chromodomain Interactions with Methylated Histone Tails | AlphaScreen HP1-beta / biotin-H3K9me3 peptide binding | actives 0.56% (n = 390,000) | Potency, µM (doses to about 114 µM), inactives show top-dose activity change, negative = inhibition, usual class: inhibitors; also: potency is read from the fitted curve at half-maximal effect; nearly all actives have a fitted effect of over 70% in size; inactives centre near 23
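HP1-beta protein (50 nM final) preincubated 30 min at room temperature with biotinylated H3(1-18)K9me3 peptide (50 nM) in PBS pH 7.4, 0.01% Tween-20, then compound added for 30 min. AlphaScreen streptavidin donor/nickel chelate acceptor beads (10 ug/mL final), 30 min dark, luminescence read.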
Tb PGK inh: qHTS Assay to Find Inhibitors of Phosphoglycerate Kinase; actives 0.043% (n = 380,000); Phosphoglycerate kinase, glycosomal (Trypanosoma brucei brucei), P07378; Potency, µM (doses to about 57.5 µM), for inactives: at the top dose activity change, negative = inhibition, hits mostly inhibitors; AID 602233, 2012; PGK/GAPDH coupled, Kinase-Glo luminescence, 60 min; also: potency is read from the fitted curve at half-maximal effect; % is scaled to controls: 0 for no effect and ±100 for the full control effect; nearly all actives have a fitted effect of over 60% in size
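Luminescent ATP detection (Kinase-Glo Plus) follows a 60-minute room-temperature incubation, with wells lacking PGK as controls. Buffer: 100 mM TEA (pH 7.6), 5 mM MgCl2, 0.01% Tween-20. Coupling enzyme GAPDH (100 nM final) supplies unstable 1,3-BPG in-well.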
GLS inh: qHTS for Inhibitors of Glutaminase (GLS). AID 624170, 2012. Potency, µM (highest dose often 45.5 µM), for inactives: at the top dose activity change, negative = inhibition, actives largely listed as inhibitors. actives 0.21% (n = 410,000). GLS enzymatic activity, qHTS titration; also: potency is read from the fitted curve at half-maximal effect; % is scaled to controls: 0 for no effect and ±100 for the full control effect
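Glutamate formation by hKGA was monitored fluorometrically using coupled glutamate oxidase, HRP and Amplex Red. Substrate was added as 1 mM L-glutamine solution; incubation was 30 min at RT after an initial read.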
Active calls of the source: *; i = inactive; ? = inconclusive; . = not tested or not shown; & = joins results of further samples; [ ] = another dose, or the depositor's remark. Unless noted, calls follow the shape of the dose curve; as a rule, active = well fitted curve in the direction sought with a large enough effect; inconclusive = small, poorly fitted or top-dose-only effect, or another doubt; inactive = no such curve, though single readings can be large; an effect the other way counts as inactive or inconclusive. A portion of the library; count on the stated rates, not on these rows.

item	Pol eta inh	BAZ2B inh	G9a inh	Pin1 inhibitor	PI4K2A inh	JMJD2A Tudor inh	Compound	HP1b chromo inh	Tb PGK inh	GLS inh
1	-6%	1%	?	3%	1	-16%	CCC(C)(C)n1nnnc1C(c1cc2cc(C)cc(C)c2[nH]c1=O)N1CCN(C(=O)c2ccco2)CC1 (stereo not drawn)	18%	i	-6%
2	-5%	-5%	.	-4%	-2	?	COc1cc2c(cc1OC)CN(C1CCCN(Cc3cc(Cl)ccc3O)C1)CC2 (stereo not drawn)	16%	-2%	-1%
3	-24%	13%	7%[59 µM]	-4%	-5	31%	CCOc1ccccc1C(=O)Nc1ccc2nc(N(CC)CC)cc(C)c2c1	82%[activator]	5%	1%
4	-19%	-8%	29%[59 µM]	-1%	-1	1%	COc1ccc(F)cc1S(=O)(=O)n1nc(C)cc1C	36%[activator]	-7%	1%
5	2%	.	.	6%	2	-34%	COc1ccc(CCNCc2ccc(-c3ccccc3)cc2)cc1OC	11%	4%	3%
6	-7%	3%	0%	5%	3	5%	CCc1ccnc(NS(=O)(=O)c2ccc3c(c2)OCCO3)c1	20%	-1%	-13%
7	-26%	-7%	-46%	11%	-1	-16%	COC(=O)C(Cc1c[nH]c2ccccc12)NC(=O)c1ccc2nc[nH]c2c1 (stereo not drawn)	22%	-1%	1%
8	-17%	11%	11%[2.33 µM]	39%[activator]	-2	-6%	COCc1c(C(=O)Nc2ccc3nc(N4CCOCC4)sc3c2)oc2ccccc12	52%[activator]	-1%	1%
9	5%	1%	-36%	3%	1	-1%	O=S1(=O)N=C2CCCCCN2C(c2ccccc2)N1 (stereo not drawn)	34%	-1%	2%
10	-4%	-1%	-2%[59 µM]	1%	2	4%	O=c1nc2n(c3ccc(Br)cc13)CCS2	28%	-8%	0%
11	-18%	-13%	24%[59 µM]	-6%	5	-4%	CCn1c(/C=C/c2c(C)n(CC)c3ccccc23)nc2ccccc2c1=O	26%	-14%	-4%
12	-18%	5%	23%[0.501 µM]	1%	0	-18%	COc1ccccc1-n1cc(CN2CCN(C3CCCC3)C(CCO)C2)cn1 (stereo not drawn)	8%	-6%	-2%

(list continues)
item	Pol eta inh	BAZ2B inh	G9a inh	Pin1 inhibitor	PI4K2A inh	JMJD2A Tudor inh	Compound	HP1b chromo inh	Tb PGK inh	GLS inh
13	-18%	-4%	3%	2%	-3	-11%	O=C(CSc1nccc(-c2cccs2)n1)Nc1ccc(Cl)cc1	30%	-8%	0%
14	-19%	.	.	.	3	.	O=C(C1CCCCC1)N1C[C@@H](O)[C@H](n2cc(-c3ccc(F)cc3)nn2)C[C@@H]1c1ccc(Cl)cc1	.	-7%	1%
15	2%	-11%	15%	-2%	1	-1%	CC(=O)c1ccc(NC(=O)C(C)N(C)CC(=O)Nc2cccc(F)c2)cc1 (stereo not drawn)	12%	3%	3%
16	-15%	?	-37%[59 µM]	0%	1	-23%	Cc1ccc(N(C)S(=O)(=O)c2ccc(-c3coc(C)n3)cc2)cc1	8%[57 µM]	-9%	-14%
17	-16%	-13%	.	-2%	-5	-15%	OCC1(Cc2ccc(F)cc2)CCCN(CCc2ccccc2)C1 (stereo not drawn)	21%	-8%	1%
18	-9%	.	.	.	4	.	Cc1ccc(NC(=O)C(C)Sc2nnc3n2CCCCC3)cc1S(=O)(=O)N1CCOCC1 (stereo not drawn)	.	i	4%
19	-8%	-5%	?	-2%	-2	-14%	CCN(CC)S(=O)(=O)c1ccc(N=NC2=C(O)CCCC2=O)cc1	17%	i	-2%
20	-14%	-2%	?	2%	-5	1%	CCN(C#N)c1nc(NC(C)C)nc(NC(C)C)n1	28%	3%	-2%
21	-17%	.	.	-5%	-2	3%	CC(NC(=O)C1CCCC1)c1ccccc1 (stereo not drawn)	60%[activator]	-6%	-10%
22	-3%	-5%	-8%[59 µM]	4%	-3	-11%	CC(=O)N1CCc2c(sc3c2c(=O)n(Cc2ccccc2)c(=O)n3Cc2ccc(C)cc2)C1	8%	-2%	6%
23	-6%	5%	-3%[59 µM]	4%	0	-16%	COc1ccc(C)cc1NC(=O)N1CCC(CN2CCOCC2)CC1	57%[activator]	14%	7%
24	-5%	-3%	-10%[2.33 µM]	-25%	-5	8%	CC(C)(C)OC(=O)NC(Cc1ccccc1)C(=O)N1CCCC1C(=O)O (stereo not drawn)	57%[activator]	i	-17%

Going on with the list:
item	Pol eta inh	BAZ2B inh	G9a inh	Pin1 inhibitor	PI4K2A inh	JMJD2A Tudor inh	Compound	HP1b chromo inh	Tb PGK inh	GLS inh
25	-15%	-15%	?	2%	-3	-24%	CCNC(=O)CCc1nc(-c2ccc(C)cc2)no1	9%	-9%	2%
26	-6%	-2%	5%[12.7 µM]	8%	-7	-4%	COc1cccc2[nH]c3c(=O)n(CCCN4CCOCC4)cnc3c12	24%	-4%	5%
27	-10%	1%	1%	4%	6	?	CCOc1ccc(-c2nnc(-c3cccs3)o2)cc1OCC	-6%	2%	14%
28	-12%	-8%	?	0%	-2	-14%	O=C(NCC1CC1)[C@@H]1C[C@H]1[C@@H](NP(=O)(c1ccccc1)c1ccccc1)c1ccccc1	40%[activator]	5%	15%
29	-13%	-1%	-5%	16%	5	6%	CN(C)/C=C(\C=O)c1cccc(Cl)c1	33%	-3%	-13%
30	-27%	-29%	-34%	-7%	2	-24%	CC1C(=O)C(C)C(c2cc(Cl)ccc2O)NC1c1cc(Cl)ccc1O (stereo not drawn)	41%[activator]	-3%	5%
31	-12%	-23%	?	-2%	-5	-8%	CCc1nnc(NC(=O)CSc2nc3[nH]ncc3c(=O)[nH]2)s1	22%	-10%	5%
32	-13%	-8%	-34%[2.33 µM]	1%	4	-24%	C=CCOc1ccc(C2=NOC(C(=O)Nc3ccc4c(c3)OCCO4)C2)cc1 (stereo not drawn)	34%	i	2%
33	-2%	8%	-11%	6%	-15	-2%	Cc1c(NC(=O)/C(C#N)=C/c2c(Oc3ccccc3)nc3ccccn3c2=O)c(=O)n(-c2ccccc2)n1C	16%	i	8%
34	-29%	-20%	15%	0%	2	-25%	Cc1ccc2c(c1)C(c1ccncc1)=NNC(c1ccccc1)=N2	-19%	3%	0%
35	0%	-16%	7%	-1%	1	-14%	Cc1nnc(SCC(=O)NNC(=O)COc2ccc(Cl)cc2)n1C	66%[activator]	6%	9%
36	1%	-2%	4%	-2%	3	-15%	Cc1ccc(-c2nnc(SCC(=O)NNC(=O)COc3cccc(C)c3)n2C)cc1	12%	i	6%

Of the compounds above, 2 have a furan ring, fused or not.
item	Pol eta inh	BAZ2B inh	G9a inh	Pin1 inhibitor	PI4K2A inh	JMJD2A Tudor inh	Compound	HP1b chromo inh	Tb PGK inh	GLS inh
1	-6%	1%	?	3%	1	-16%	CCC(C)(C)n1nnnc1C(c1cc2cc(C)cc(C)c2[nH]c1=O)N1CCN(C(=O)c2ccco2)CC1 (stereo not drawn)	18%	i	-6%
8	-17%	11%	11%[2.33 µM]	39%[activator]	-2	-6%	COCc1c(C(=O)Nc2ccc3nc(N4CCOCC4)sc3c2)oc2ccccc12	52%[activator]	-1%	1%

Additional results follow.
item	Pol eta inh	BAZ2B inh	G9a inh	Pin1 inhibitor	PI4K2A inh	JMJD2A Tudor inh	Compound	HP1b chromo inh	Tb PGK inh	GLS inh
37	-20%	-6%	?	13%	-2	-33%	NC(=O)c1sc2nc3c(c(-c4ccccc4)c2c1N)CCC3	46%[activator]	i	1%
38	-1%&-12%	6%&-15%	-4%	2%&-2%	2&0	-18%&7%	Cc1nc2sccn2c(=O)c1S(=O)(=O)N1CCN(c2ccc(F)cc2)CC1	11%&37%	-8%&-1%	20%&11%
39	-11%	-4%	29%	2%	1	11%	CC(C)C1NC(=S)N(Cc2ccccc2)C1=O (stereo not drawn)	36%	i	-3%
40	-8%	13%	50µM*	6%	-1	?	CCCCSc1nnc(-c2ccc(NC(=O)CC)cc2)n1C	?	-1%	-9%
41	-18%	-26%	?	3%	2	-31%	COc1ccc(S(=O)(=O)Cc2ccc(C(=O)NCCCN3CCc4ccccc4C3)o2)cc1	20%	i	5%
42	3%	3%	14%	3%	-2	-10%	C[C@]12C=CC(=O)C=C1CC[C@@H]1[C@@H]2[C@@H](O)C[C@@]2(C)[C@H]1CC[C@]2(O)C(=O)COC(=O)CCC(=O)O	52%[activator]	-3%	-1%
43	2%	21%	-44%[12.7 µM]	0%	0	-8%	O=C(CCn1c(=O)sc2ccccc21)NCCC1=CCCCC1	26%	9%	5%
44	-9%	7%	29%	-1%	2	-9%	Cc1nnc(SCC(=O)N(C)CC(=O)Nc2ccc(F)cc2)n1Cc1ccccc1	33%[activator]	i	0%
45	0%	?	11%[59 µM]	-7%	-3	-9%	O=Cc1ccc(Oc2nc(Cl)ncc2F)cc1	32%	-13%	1%
46	3%	-6%	-47%	-3%	-3	-11%	CCOCCCNC(=O)C1CCCCN1S(=O)(=O)c1ccc(F)cc1 (stereo not drawn)	14%	3%	0%
47	-3%	-9%	4%	-19%	2	-24%	COc1ccc(CNS(=O)(=O)c2c(C)[nH]c(C)c2C(=O)N2CCCC2)cc1	39%[activator]	i	-19%
48	-13%	3%	6%	-4%	3	3%	CC1(C)N=C(/C=N/O)CN1O	21%	2%	19%
